mHTT CaM bind – disrupts binding of mutant huntingtin to calmodulin; P42858; AlphaScreen His-mHTT/GST-CaM binding, luminescence; inhibition, % at 15 µM; 190,000 compounds, 3.6% hits; AID 1671202;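 note: 0% = both proteins with DMSO and 100% = one protein alone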
Target sequence (P42858 whole entry, looked up, stated change not applied): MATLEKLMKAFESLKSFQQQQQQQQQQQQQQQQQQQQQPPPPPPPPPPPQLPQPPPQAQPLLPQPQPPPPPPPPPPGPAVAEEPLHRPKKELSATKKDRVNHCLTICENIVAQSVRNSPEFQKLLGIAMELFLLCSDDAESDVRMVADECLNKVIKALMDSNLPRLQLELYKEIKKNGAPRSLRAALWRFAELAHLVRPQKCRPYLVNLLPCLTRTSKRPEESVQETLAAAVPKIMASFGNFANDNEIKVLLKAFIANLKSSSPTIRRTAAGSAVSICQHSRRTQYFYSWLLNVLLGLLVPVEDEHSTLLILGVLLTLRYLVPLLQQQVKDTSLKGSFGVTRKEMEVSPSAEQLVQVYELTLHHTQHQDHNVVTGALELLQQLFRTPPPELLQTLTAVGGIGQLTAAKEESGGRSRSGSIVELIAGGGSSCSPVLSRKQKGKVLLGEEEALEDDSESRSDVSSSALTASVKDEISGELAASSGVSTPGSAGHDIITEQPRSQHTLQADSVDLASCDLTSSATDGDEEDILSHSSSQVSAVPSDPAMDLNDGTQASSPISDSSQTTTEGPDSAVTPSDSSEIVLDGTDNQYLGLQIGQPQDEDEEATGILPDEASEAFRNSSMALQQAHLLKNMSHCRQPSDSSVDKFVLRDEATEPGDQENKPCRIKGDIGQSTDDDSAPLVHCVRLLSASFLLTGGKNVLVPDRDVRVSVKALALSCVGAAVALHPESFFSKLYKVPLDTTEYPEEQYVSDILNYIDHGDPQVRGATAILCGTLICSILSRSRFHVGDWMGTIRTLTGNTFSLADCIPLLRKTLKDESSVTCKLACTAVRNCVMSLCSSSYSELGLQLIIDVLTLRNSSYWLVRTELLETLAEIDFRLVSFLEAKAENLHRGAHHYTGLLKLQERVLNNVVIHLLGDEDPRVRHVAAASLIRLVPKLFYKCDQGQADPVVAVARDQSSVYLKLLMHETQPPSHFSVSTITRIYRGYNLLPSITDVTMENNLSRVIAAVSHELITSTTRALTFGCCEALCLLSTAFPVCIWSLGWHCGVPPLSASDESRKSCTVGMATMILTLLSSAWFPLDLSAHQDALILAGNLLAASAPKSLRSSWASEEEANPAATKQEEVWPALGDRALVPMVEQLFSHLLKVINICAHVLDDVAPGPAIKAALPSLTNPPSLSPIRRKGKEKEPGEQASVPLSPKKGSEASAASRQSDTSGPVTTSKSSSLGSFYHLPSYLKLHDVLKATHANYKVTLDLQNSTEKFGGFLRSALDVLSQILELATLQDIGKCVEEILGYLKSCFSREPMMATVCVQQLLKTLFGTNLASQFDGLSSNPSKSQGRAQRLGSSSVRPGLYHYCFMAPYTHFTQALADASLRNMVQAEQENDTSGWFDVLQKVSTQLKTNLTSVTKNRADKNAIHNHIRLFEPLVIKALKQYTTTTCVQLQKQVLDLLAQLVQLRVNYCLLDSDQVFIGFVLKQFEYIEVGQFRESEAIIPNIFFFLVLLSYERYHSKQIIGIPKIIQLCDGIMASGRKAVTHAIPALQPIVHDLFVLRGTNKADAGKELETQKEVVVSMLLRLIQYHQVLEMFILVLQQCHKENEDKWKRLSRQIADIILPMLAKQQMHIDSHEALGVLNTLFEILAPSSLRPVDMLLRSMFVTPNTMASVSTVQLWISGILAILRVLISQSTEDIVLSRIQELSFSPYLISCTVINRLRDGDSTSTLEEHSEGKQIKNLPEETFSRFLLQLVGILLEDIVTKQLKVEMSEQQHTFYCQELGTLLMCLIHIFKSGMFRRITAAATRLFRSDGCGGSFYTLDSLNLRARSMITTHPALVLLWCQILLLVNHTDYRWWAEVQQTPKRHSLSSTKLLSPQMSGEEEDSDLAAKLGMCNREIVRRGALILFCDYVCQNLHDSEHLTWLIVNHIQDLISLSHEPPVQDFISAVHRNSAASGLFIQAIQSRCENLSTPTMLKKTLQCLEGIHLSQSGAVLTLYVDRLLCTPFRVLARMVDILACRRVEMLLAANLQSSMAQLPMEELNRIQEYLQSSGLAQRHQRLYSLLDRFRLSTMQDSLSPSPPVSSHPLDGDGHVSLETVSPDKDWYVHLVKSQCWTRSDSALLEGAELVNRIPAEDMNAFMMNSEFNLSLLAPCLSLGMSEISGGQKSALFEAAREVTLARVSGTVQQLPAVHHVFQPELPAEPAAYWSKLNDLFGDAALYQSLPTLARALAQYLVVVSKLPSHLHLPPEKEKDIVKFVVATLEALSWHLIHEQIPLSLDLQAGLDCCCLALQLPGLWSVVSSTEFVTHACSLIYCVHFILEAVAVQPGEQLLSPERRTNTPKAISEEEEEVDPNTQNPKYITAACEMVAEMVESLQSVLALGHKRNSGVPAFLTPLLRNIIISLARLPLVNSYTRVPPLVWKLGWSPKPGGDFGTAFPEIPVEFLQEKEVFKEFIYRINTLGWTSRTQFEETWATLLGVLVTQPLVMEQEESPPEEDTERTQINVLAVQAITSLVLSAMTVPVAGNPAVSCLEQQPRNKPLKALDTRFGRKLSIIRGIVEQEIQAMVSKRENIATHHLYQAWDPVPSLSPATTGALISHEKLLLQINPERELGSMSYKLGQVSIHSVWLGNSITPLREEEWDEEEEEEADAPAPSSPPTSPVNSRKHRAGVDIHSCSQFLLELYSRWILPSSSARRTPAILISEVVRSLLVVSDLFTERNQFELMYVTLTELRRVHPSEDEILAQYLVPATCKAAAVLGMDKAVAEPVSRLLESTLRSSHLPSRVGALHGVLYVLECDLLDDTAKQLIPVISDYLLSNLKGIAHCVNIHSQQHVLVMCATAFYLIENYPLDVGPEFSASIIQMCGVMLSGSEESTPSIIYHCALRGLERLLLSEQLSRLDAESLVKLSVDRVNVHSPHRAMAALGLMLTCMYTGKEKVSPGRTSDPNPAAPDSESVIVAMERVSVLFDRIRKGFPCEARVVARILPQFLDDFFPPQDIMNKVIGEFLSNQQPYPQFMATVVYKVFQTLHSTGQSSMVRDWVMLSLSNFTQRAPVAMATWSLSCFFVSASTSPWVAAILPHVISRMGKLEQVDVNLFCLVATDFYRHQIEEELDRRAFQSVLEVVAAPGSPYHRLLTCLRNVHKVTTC
Pf apPOL block – Pf-apPOL DNA polymerase inhibition; Recombinant Pf-apPOL, molecular beacon fluorescence, 1.5 h; inhibition, % at 10 µM; 210,000 compounds, 0.25% hits; AID 1794808
Numbers without * were called inactive; i = inactive; · = no result given; & = joins results of further samples. Cut-off read from the data, not from the text of the source: active = inhibition above about 50%; inactive = the rest.

SMILES	mHTT CaM bind	Pf apPOL block
CC1Cc2nc(SCC(=O)NCc3ccc(F)cc3)n(Cc3ccccc3)c(=O)c2S1 (stereo not given)	2.0	1.1
CC(=O)N1CCc2cc(Br)cc(S(=O)(=O)CCC(=O)N3CC(C)CC(C)C3)c21 (stereo not given)	6.0	-3.4
CC(=O)Nc1ccc(-c2noc(C3CCCN(C(=O)c4ccsc4)C3)n2)cc1 (stereo not given)	-2.4	-3.7
Cc1ccccc1CSC1=NN2CCCC(=O)N=C2S1	-9.0	-3.1
CC1(C(=O)NC2CCCC2)Cn2c(cc3sccc32)C(=O)N1Cc1cccs1 (stereo not given)	-5.8	-1.5
O=C(c1nnn(-c2ccccc2)c1-c1ccco1)N1CCOCC1	-6.8	-3.8
O=Cc1cc2cc3c4c(c2oc1=O)CCCN4CCC3	-6.0	·
C=C(C)Cc1c(C)c(C#N)c2nc3ccccc3n2c1NCCCN(CC)CC	-4.0	-34.3
O=C(O)c1cc(S(=O)(=O)NCCC2=CCCCC2)c(Cl)cc1Cl	-5.0	-2.3
Cc1ccc(N=Cc2cc(Br)cc(Cl)c2O)c(N)c1	61.0*	4.4
Cc1cc(C)n2nc(SCC(=O)NC3CCCc4ccccc43)nc2n1 (stereo not given)	4.0	-17.7
CC1CCCN(C(=O)C2CC(=O)N(c3ccccc3)C2)C1 (stereo not given)	3.6	3.0
O=C(NC1CC1)c1ccc(OCC2CCN(C(=O)Cc3ccc(Cl)cc3)CC2)cc1	20.4	-4.0
COc1ccc(C2=N/C(=C\c3ccccc3Cl)C(=O)O2)cc1Br	6.0	-3.3
NC(=NCc1ccccc1)c1ccc(Cl)cc1	·	-12.4
O=C(Nc1ccc2c(c1)OCCO2)c1cc2cc(Br)ccc2oc1=O	-3.0	3.9
Cc1ccc(C(C)NC(=O)Cn2ccc3c(C)nn(C)c3c2=O)cc1 (stereo not given)	-2.4	0.7
CC1CCCCN1C(=O)c1nccnc1NC(=O)c1ccccc1 (stereo not given)	-4.5	1.5
CCn1c(=O)c(C(=O)NCc2ccccn2)c(O)c2ccccc21	6.0&6.8	0.1&-4.0
CCOc1ccc(CC(=O)Nc2c(C(N)=O)oc3ccccc23)cc1OCC	5.0	-2.5
Cn1ncc(N2CCCC(C(=O)N3CCC4(CC3)OCCO4)C2)cc1=O (stereo not given)	-0.5	-1.4
CCNc1cc(N2CCCC(CCC(=O)N3CCN(C(=O)c4ccco4)CC3)C2)ncn1 (stereo not given)	2.0	3.0
O=C(O)CCCCNS(=O)(=O)c1cccc(C(F)(F)F)c1	-3.0	0.5
Cc1ccc2c(c1)C1CS(=O)(=O)N(Cc3ccccc3)CN1C2 (stereo not given)	-5.0	-2.8
CC(C)c1cc(C2CCCN2C(=O)Cc2ccc(F)cc2)no1 (stereo not given)	0.6	-2.0

Given with bars between the fields: entries from further up.
molecule | mHTT CaM bind | Pf apPOL block
CC1CCCCN1C(=O)c1nccnc1NC(=O)c1ccccc1 (stereo not given) | -4.5 | 1.5
O=C(NC1CC1)c1ccc(OCC2CCN(C(=O)Cc3ccc(Cl)cc3)CC2)cc1 | 20.4 | -4.0

Other entries:
SMILES	mHTT CaM bind	Pf apPOL block
Cc1[nH]n2c(=O)cc(-c3ccccc3)nc2c1-c1ccccc1	10.7	-5.3
CC(=O)NNC(=O)c1ccccn1	·	-22.9
CCOc1ccc(S(=O)(=O)NCCCOC(C)C)c2cccnc12	-1.0	-0.4
CCOC(=O)c1cccc(NC(=O)N2CCC(c3nc(C(=O)N(C)C)c(C)o3)CC2)c1	1.6	-2.9
O=[N+]([O-])c1ccc(-c2nc(C=Nc3ccncc3)c(O)o2)cc1	3.0	-1.2
Clc1cccc(OCC2C[N+]34CCO[B-]3(OCC4)O2)c1 (stereo not given)	-2.0	3.8
O=C(CCCS(=O)(=O)c1ccc(F)cc1)Nc1ccccc1Oc1ccccc1	-12.8	-10.5
Cc1ccc(C)c(NC(=O)N2CCC(c3nc4cccnc4n3C)C2)c1 (stereo not given)	2.5	-3.9
COc1ccc(S(=O)(=O)NCCc2ccccc2)c(C)c1C	-7.6	-9.2
NS(=O)(=O)c1ccc(CCNC(=O)c2csc3c2CCCCC3)cc1	-2.9	4.2
CCC(=O)Nc1cccc(-c2noc(C3CCCN(C(=O)c4cccc(OC)c4)C3)n2)c1 (stereo not given)	7.5	-3.9
O=C(c1ccc(CS(=O)(=O)Cc2ccc(Cl)cc2)o1)N1CCCCCC1	-1.0	-16.2
Cc1nc(Cn2cccc2C(=O)NC2CCCCCC2)no1	-9.1	-1.5
CCCn1cnc2sc(C(=O)NCC(OCC)OCC)c(C)c2c1=O	-3.0	-7.5
Cc1c(NC(=O)c2ccc([N+](=O)[O-])o2)cccc1-c1nc2ncccc2o1	8.0&4.1	0.6&-2.8
COCCN1COc2ccc3c(c2C1)OC(=Cc1ccc(C)cc1)C3=O	11.3	-17.6
O=C(c1ccc(F)cc1)N1CCCC(C(=O)N2CCC(Cc3ccccc3)CC2)C1 (stereo not given)	-2.2	-1.2
CC(C)c1nc(CN2CCN(c3ccc(Cl)cc3)CC2)cc(=O)[nH]1	1.7	-7.3
COc1cc(OC)c(NC(=O)N2CCCC2c2cc(C(C)C)no2)cc1Cl (stereo not given)	1.1	-1.0
Cn1cc(CC(=O)NCCC2=CCCCC2)c2ccccc21	17.0	1.7
Cc1ccc(C2=N/C(=C\c3ccc([N+](=O)[O-])cc3)C(=O)O2)cc1C	2.0	-141.9
COc1cccc(-c2nnc(NC(=O)c3ccc(S(=O)(=O)N4CCOCC4)cc3)o2)c1	4.0	1.0
O=C(Nc1ccc(F)c([N+](=O)[O-])c1)c1ccccc1Oc1ccccc1	14.0	-0.8
O=c1cc(-c2cccc([N+](=O)[O-])c2)c2ccc(OCc3ccc(F)cc3)cc2o1	1.0	0.5
CC1CCC2(CC1)C(C#N)C(=O)NC(=O)C2C#N (stereo not given)	-2.8	-0.8

(next part)
SMILES	mHTT CaM bind	Pf apPOL block
c1ccc(-n2cnnc2C2CCCCN2Cc2ccncc2)cc1 (stereo not given)	0.8	-1.0
Cc1ccc(N2CC(NC(=O)N(CCO)Cc3ccccc3)CC2=O)cc1 (stereo not given)	-0.3	10.5
COc1cccc(-n2ccnc2N2CCN(C(=O)c3ccc(F)c(F)c3)CC2)c1	53.7*	17.5
COc1ccc(C(=O)NCc2nnc(SCC(=O)N3CCOCC3)o2)cc1OC	-2.0	0.6
CCOc1ccccc1-n1c(SCc2ccccc2F)nc2[nH]ncc2c1=O	12.0	-8.4
CN1C(=O)c2ccc(NC(=O)c3ccccc3Br)cc2C1=O	-2.6	2.2
O=C(O)CSC(CC(=O)c1ccc(Cl)cc1)c1ccc(Cl)c(Cl)c1 (stereo not given)	·	8.7
CC(NC(=O)c1cn2ccncc2n1)c1ccc(F)cc1 (stereo not given)	-4.9	-2.4
CCOCCCNC(=O)C1(O)c2ccccc2NC(=O)N1c1ccc(OCC)cc1 (stereo not given)	0.0	-6.9
O=C(Nc1cccc(NC(=O)c2cc3ccccc3o2)c1)c1ccccc1	13.9	69.6*
O=C(c1cnn2c(C(F)(F)F)cc(-c3ccccc3)nc12)N1CCCCC1	1.0	1.8
COCCCN1C(=O)C(=O)C(=C(O)c2ccc(Cl)cc2)C1c1ccc(F)cc1 (stereo not given)	-0.7	-12.5
CCCN1C(=O)Cc2ccccc2C1C(=O)NCc1ccc(N(C)C)cc1 (stereo not given)	38.1	-5.8
Cc1cc(C)c2oc(-c3cc(NC(=O)c4ccc(Br)o4)ccc3O)nc2c1	6.0	7.7
COc1ccc(C2CC(c3ccc(Br)cc3)=NN2C(=O)c2cccnc2)cc1 (stereo not given)	40.0	-1.1
O=c1nc(/C=C/c2ccc(-c3cccc(Cl)c3)o2)cc(C(F)(F)F)[nH]1	91.0*	-6.3
Cc1cc([N+](=O)[O-])ccc1-c1ccc(CO)o1	26.6	-8.5
C=CCn1c(=O)c2c(ncn2CCC)n(-c2ccc(C)cc2)c1=O	-1.9	1.8
COc1nccc(N2CCC(CC(=O)NCc3ccc(OC(C)C)cc3)CC2)n1	7.1	-5.5
Cc1cccc(C(=O)N2CCCN(Cc3noc(-c4ccccc4)n3)CC2)c1C	9.4	1.4
NC(=O)c1cc2ccccc2oc1=Nc1ccc(O)cc1	8.0	-0.3
CC(C)C1C(=O)N(Cc2cn(CCC3OCCO3)nn2)CCS(=O)(=O)N1Cc1ccc(-c2ccc(Cl)c(Cl)c2)cc1 (stereo not given)	98.0*	-11.1
CCCCC1CCC(C(=O)NN)CC1 (stereo not given)	4.1	-3.1
CC(=O)c1cccc(NC(=O)C2CCCN(S(=O)(=O)c3ccc(Br)s3)C2)c1 (stereo not given)	0.0	1.8
Cc1nc2ccccc2n1CC(O)COc1ccc(C(=O)O)cc1 (stereo not given)	-6.3	0.4

More records
SMILES	mHTT CaM bind	Pf apPOL block
Cn1nnnc1NC(=O)c1ccccc1F	5.6	-7.2
Cc1cc(F)ccc1-n1ccc(C#N)c1C(=O)NCCN(C)C	2.3	-4.1
CC(=NS(=O)(=O)c1ccc(C)cc1)N1CCN(S(=O)(=O)c2ccccc2)C1	15.0	-8.5
O=C(C1CCCCC1)N1CCC(CCOc2cccc(F)c2)CC1	-19.4	0.6
O=C(c1cc2ccccc2[nH]1)N1CCc2nc(-c3ccc(Cl)cc3)ncc2C1	7.0	-4.1
N=C(N)c1ccc(C(F)(F)F)cc1	·	-1.9
CC(C)(C)c1cc(Cl)c(O)c(N=Cc2cc3c(cc2[N+](=O)[O-])OCO3)c1	85.0*	0.9
COc1ccc(NC(=O)CCCn2nc(C)c([N+](=O)[O-])c2C)cc1	4.0	-7.8
Oc1ccccc1-c1nc(NCCc2ccccc2)c2ccccc2n1	-24.0	-1.5
CN(CC1(C)CCOCC1)S(=O)(=O)c1cc(F)ccc1F	-9.3	0.7
Cc1ccc(-c2nn(C)c(=O)c3ccccc23)cc1S(=O)(=O)NC1CCCCC1	-4.0	-8.0
CSc1ncc(-c2nnc(SCc3ccccc3)n2C)n1C	·	-10.6
O=C(NC1CCN(Cc2ccccc2)CC1)c1ccc2c(c1)NC(=O)C1CCC(=O)N21 (stereo not given)	-4.7	-8.0
Cc1ccc(-c2nc(C3CCN(S(=O)(=O)c4ccc(C)cc4)CC3)no2)cc1	-7.4	-7.4
O=C1NC2(CCN(C(=O)Cc3ccccc3)CC2)Nc2cc(Cl)ccc21	-7.9	-2.6
COc1cccc(CCC(=O)N2CCc3nc[nH]c3C2)c1	0.8	-1.6
COc1cc(C2NC(=O)NC(C)=C2C(=O)Nc2cccc(Cl)c2)cc(OC)c1OC (stereo not given)	17.0	-3.8
COCCOC(=O)C1=C(C)OC(N)=C(C#N)C1c1ccc(Cl)cc1 (stereo not given)	21.4	5.8
Nc1nnnn1/N=C\c1cccn1-c1ccc(S(N)(=O)=O)cc1	i	·
COc1cc2c(C(=O)NCCCN3CCCC3)cn(CC(C)C)c(=O)c2cc1OC	4.0	-3.5
CC(=O)N(c1ccc(C)cc1)C1(C(=O)NC2CCCCC2)CCCCC1	9.0	-2.3
Cc1ccccc1NC(=O)N1CCCC1c1cc(C(C)C)on1 (stereo not given)	2.4	-4.2
Cc1ccc(CCNC(=O)C2CCN(c3nccc(C)n3)CC2)cc1	-10.7	-19.7
Cc1ccc(-c2cc(N)n(CC3CCCCC3)n2)cc1	32.3	1.7
COC(=O)c1sccc1S(=O)(=O)NCC1CCN(Cc2cc(C)oc2C)CC1	0.9	1.9

Sorted by SMILES length (ascending): some entries from above.
SMILES	mHTT CaM bind	Pf apPOL block
O=C(Nc1cccc(NC(=O)c2cc3ccccc3o2)c1)c1ccccc1	13.9	69.6*
COCCCN1C(=O)C(=O)C(=C(O)c2ccc(Cl)cc2)C1c1ccc(F)cc1 (stereo not given)	-0.7	-12.5
O=c1nc(/C=C/c2ccc(-c3cccc(Cl)c3)o2)cc(C(F)(F)F)[nH]1	91.0*	-6.3

Additional records follow.
SMILES	mHTT CaM bind	Pf apPOL block
COc1ccc(CN2CCC(O)CC2)cc1	-3.1	-6.4
CON(C)C(=O)C1CN(C(C)=O)C1	-1.6	1.7
Cc1ccn2cc(C(=O)NCc3ccc(F)cc3)nc2c1	-2.2	0.1
CC1(C)COC(/C=C/c2ccc([N+](=O)[O-])cc2)=N1	-4.7	-5.7
Cc1noc(C)c1S(=O)(=O)N1CCCC1c1nc(C(C)C)n[nH]1 (stereo not given)	-3.5	-8.3
COc1ccc(S(=O)(=O)Nc2ccc3c(c2)OCCO3)cc1OC	-5.5	-1.1
O=c1/c(=C/C=C/c2ccccc2)sc2nc(-c3cccs3)nn12	52.0*	0.4
O=C(CCCN1CCN2CCCCC2C1)c1ccc(F)cc1 (stereo not given)	-8.2	-1.9
CN(C)C(=S)NCc1cccs1	·	-5.8
COCn1c(-c2ccc(OC)cc2)nc2ccccc21	2.0	0.7
O=C1N/C(=C\c2ccc(O)c(Cl)c2)C(=O)N1Cc1ccc(Br)cc1	32.0	-6.8
Cc1cc(C)cc(CN2CCCN(c3cccc(NC(=O)C4CCC4)c3)C2=O)c1	4.5	-3.0
COc1ccc(-n2cnc(N)c2C(=O)c2cccc([N+](=O)[O-])c2)cc1	-4.5	1.6
O=C(CSc1ncnc2c1nnn2-c1ccc(F)cc1)NCc1ccc2c(c1)OCO2	4.4	-4.0

Among those listed so far, these have an NH in an aromatic ring.
SMILES	mHTT CaM bind	Pf apPOL block
Cc1[nH]n2c(=O)cc(-c3ccccc3)nc2c1-c1ccccc1	10.7	-5.3
CC(C)c1nc(CN2CCN(c3ccc(Cl)cc3)CC2)cc(=O)[nH]1	1.7	-7.3
CCOc1ccccc1-n1c(SCc2ccccc2F)nc2[nH]ncc2c1=O	12.0	-8.4
O=c1nc(/C=C/c2ccc(-c3cccc(Cl)c3)o2)cc(C(F)(F)F)[nH]1	91.0*	-6.3
O=C(c1cc2ccccc2[nH]1)N1CCc2nc(-c3ccc(Cl)cc3)ncc2C1	7.0	-4.1
COc1cccc(CCC(=O)N2CCc3nc[nH]c3C2)c1	0.8	-1.6
Cc1noc(C)c1S(=O)(=O)N1CCCC1c1nc(C(C)C)n[nH]1 (stereo not given)	-3.5	-8.3

Bioassay records from PubChem.
